# STK33 kinase inh – inhibitors of purified STK33 kinase, primary screen, biochemical, ADP-Glo luminescence, homogeneous, cell-free; Serine/threonine-protein kinase 33 (Homo sapiens), Q9BYT3; MBP phosphorylation; inhibition, % at 10 µM; 320,000 compounds, 0.073% hits; AID 2661, 2010;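 active = inhibition at or above 25%, using the most active replicate where run in duplicate; inactive = inhibition below 25%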
# Target sequence (Q9BYT3 whole entry, looked up): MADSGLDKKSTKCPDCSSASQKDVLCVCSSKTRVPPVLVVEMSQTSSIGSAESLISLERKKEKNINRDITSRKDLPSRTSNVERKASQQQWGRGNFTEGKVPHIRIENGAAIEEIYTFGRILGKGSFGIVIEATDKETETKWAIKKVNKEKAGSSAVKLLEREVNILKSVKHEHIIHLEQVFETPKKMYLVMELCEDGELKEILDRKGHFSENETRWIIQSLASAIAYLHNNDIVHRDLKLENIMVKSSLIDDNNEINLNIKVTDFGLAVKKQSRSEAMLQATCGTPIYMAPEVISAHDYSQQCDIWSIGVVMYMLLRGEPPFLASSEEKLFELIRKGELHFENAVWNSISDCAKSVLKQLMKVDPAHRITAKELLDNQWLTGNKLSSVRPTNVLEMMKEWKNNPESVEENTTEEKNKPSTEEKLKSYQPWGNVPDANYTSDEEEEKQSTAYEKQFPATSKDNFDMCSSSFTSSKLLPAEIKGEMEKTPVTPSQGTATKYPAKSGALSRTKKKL
# CHT block – inhibitors of human choline transporter CHT. CHT-expressing cells, membrane potential dye, choline response; active compounds read low. B-score at 10 µM. 310,000 compounds, 0.86% hits. AID 488975, 2010;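 active = B-score over 3 SD under the library average, and starting fluorescence ratio not unusually high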;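 also: choline stimulus applied at its EC90 after an EC20 pre-addition; B-score computed on integrated fluorescence ratio after choline addition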
# Target sequence (Q9GZV3 whole entry, looked up): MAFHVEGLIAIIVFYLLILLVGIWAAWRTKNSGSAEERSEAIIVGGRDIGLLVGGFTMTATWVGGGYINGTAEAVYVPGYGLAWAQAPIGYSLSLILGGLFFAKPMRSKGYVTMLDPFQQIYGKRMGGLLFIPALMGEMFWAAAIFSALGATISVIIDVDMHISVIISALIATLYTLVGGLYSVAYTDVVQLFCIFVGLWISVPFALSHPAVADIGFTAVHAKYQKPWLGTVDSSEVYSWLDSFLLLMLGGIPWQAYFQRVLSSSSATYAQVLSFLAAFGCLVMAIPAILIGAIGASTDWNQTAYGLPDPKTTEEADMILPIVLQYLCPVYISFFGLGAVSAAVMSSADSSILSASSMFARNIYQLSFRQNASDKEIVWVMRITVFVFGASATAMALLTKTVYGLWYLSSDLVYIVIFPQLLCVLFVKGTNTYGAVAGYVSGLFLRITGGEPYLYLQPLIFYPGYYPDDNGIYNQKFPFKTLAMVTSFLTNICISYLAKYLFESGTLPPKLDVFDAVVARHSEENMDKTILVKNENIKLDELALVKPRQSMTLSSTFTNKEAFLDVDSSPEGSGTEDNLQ
# CHT PAM – CHT positive allosteric modulators, primary screen, cell-based, membrane potential dye, choline EC20; CHT-expressing cells; active compounds read high; LV-AA mutant CHT in HEK293 cells; High affinity choline transporter 1 (Homo sapiens), Q9GZV3; B-score at 10 µM; 310,000 compounds, 0.49% hits; AID 488977, 2010;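 active = initial fluorescence not abnormally high and integrated response B-score, plate-corrected, over 3 SD above library mean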
# * hit, by the source's call; i = inactive; · = no result given.
# The opening two entries (preview)
smiles | STK33 kinase inh | CHT block | CHT PAM
COc1ccc(/C=C2/CCc3ccccc3C2=O)cc1OC | 0.5 | i | i
O=C(O)c1cccc(N2C(=O)c3cc4cccc(Br)c4cc3C2=O)c1 | -1.9 | i | i

# Results (from the top)
smiles | STK33 kinase inh | CHT block | CHT PAM
COc1ccc(/C=C2/CCc3ccccc3C2=O)cc1OC | 0.5 | i | i
O=C(O)c1cccc(N2C(=O)c3cc4cccc(Br)c4cc3C2=O)c1 | -1.9 | i | i
O=C(CSc1nc2c(c(=O)n1-c1ccc(Cl)cc1)SCC2)Nc1nccs1 | 0.5 | i | i
COc1ccc(-c2nnc(SCC(=O)NCc3cccs3)n2C)cc1 | 1.7 | i | i
COCCCC1CCN(C(=O)C2CCC(=O)N(Cc3cccc(F)c3)C2)CC1 (stereo not given) | -0.3 | i | i
CC(=O)c1cccc(NC(=O)/C(=C/c2ccncc2)NC(=O)c2ccccc2)c1 | 0.7 | i | i
CCOCCN(C=O)c1cccc(OC)c1 | 0.7 | i | i
Cc1sc2nc(CN(C(=O)NC3CCCCC3)C3CCCCC3)[nH]c(=O)c2c1C | -1.7 | i | i
CNC(=S)N1N=C(c2ccc(C)cc2)CC1c1ccc(Br)cc1 (stereo not given) | -0.6 | i | i
CCCN(CC(=O)Nc1ccccc1C)C(=O)C1CCN(S(=O)(=O)c2cccc(C(F)(F)F)c2)CC1 | -1.3 | i | i
COc1cc2c(cc1OC)-c1nnc(C)n1C(C)(C)C2 | 0.5 | i | i
COc1cccc(CCC(=O)O)c1OC | -0.9 | i | i
CN1CCN(C(=S)c2cn(Cc3ccc(F)cc3)c3ccccc23)CC1 | 0.7 | i | i
O=C(Cn1cncn1)N/N=C/c1ccccc1Cl | -0.4 | i | i
COc1cc(/C=N/NC(=O)c2cn(-c3cccc(C)n3)cn2)ccc1O | 1.1 | i | i
Cc1nn(-c2ccccc2)c(C)c1C(=O)OCC(=O)Nc1ccc2c(c1)OCO2 | -1.7 | i | i
N#C/C(=C/c1cn(CC(=O)O)c2ccccc12)c1ccc(F)cc1 | -2.1 | i | i
CCOC(=O)[C@@H]1[C@H]2COc3cc(OC)ccc3[C@@H]2N2C(=O)N(c3cccc(Cl)c3)C(=O)[C@@]12C | -1.5 | i | i
Cc1ccc(S(=O)(=O)N(C)C)cc1NC(=S)Nc1cccc2ccccc12 | -0.6 | i | i
COc1ccc(-c2nc3c(c(SCC(=O)N4CCCC4)n2)COC(C)(C)C3)cc1 | -0.2 | i | i
CCN=c1scc(C)n1/N=C/c1ccsc1 | -0.7 | i | i
O=C(CCOc1ccccc1)Nc1ccnn1C1CCN(CCc2ccccc2)CC1 | -1.5 | i | i
CC(C)(C)[C@H]1CCC(=O)N([C@H](CSc2ccccc2)Cc2ccccc2)CC1 | 0.1 | i | i
Cc1nn(C(C)(C)C)c(NC(=O)c2ccccc2)c1C#N | -1.4 | i | i
COc1ccc(S(=O)(=O)NNC(=O)c2ccccc2-n2cccc2)cc1 | -2.4 | i | i
CCN(CC)CCN(C(=O)c1cc(Cl)sc1Cl)c1nc2cc3c(cc2s1)OCO3 | -1.8 | i | i
Cc1cc(C(=O)Nc2ccccc2N2CCOCC2)ccc1[N+](=O)[O-] | -1.4 | i | i
CCCCOCCCN1CC(=O)N2[C@@H](Cc3c([nH]c4ccccc34)C2(C)C)C1=O | -0.6 | i | i
O=C(NCc1ccccc1)C12CN(Cc3ccccc3)CC1C(c1ccc([N+](=O)[O-])cc1)=NO2 (stereo not given) | 0.0 | i | i
Cc1sc2c(c1C)C(O)=C(C(=O)Nc1ccccc1)S(=O)(=O)N2C | -2.6 | i | i
O=C(CSc1nnnn1-c1ccc2c(c1)CCC2)Nc1ccc2c(c1)OCCO2 | -0.5 | i | i
N/C(=N\c1nc2c(c(=O)[nH]1)CCC2)Nc1cccc2ccccc12 | -0.9 | i | i
NC(=O)CSCc1ccc(Br)cc1 | -3.6 | i | i
Cc1cc(S(=O)(=O)Nc2ccc(C(=O)NCC3(N4CCCCC4)CCCCC3)cc2)ccc1F | -0.6 | i | i
CNC(=S)N(CCc1c(C)[nH]c2ccc(C)cc12)Cc1ccco1 | 0.3 | i | i
CCOc1ccc(-c2c(C(=O)N/N=C/c3ccc(OC(C)C)cc3)nnn2-c2nonc2N)cc1 | -0.6 | i | i
N#Cc1ccc(-c2cccnc2)nc1SCC(=O)c1ccccc1 | -0.4 | i | i
O=S(=O)(c1ccc(Br)cc1)N1CCN(c2cc(-c3ccccc3)nc3ncnn23)CC1 | 1.1 | i | i
CCc1cc(=O)oc2c3c(cc(OCC(=O)NC4CC4)c12)OC(C)(C)CC3 | -0.9 | i | i
COc1ccc(Br)cc1C1CC(=O)C(C)C(c2cc(Br)ccc2OC)N1 (stereo not given) | -1.1 | i | i
CCn1c(=O)cc(SCC(=O)N2CCN(C3CCCCC3)CC2)c2ccccc21 | -0.5 | i | i
O=C(CCc1nnc2ccc(NCc3ccco3)nn12)N1CCCCC1 | 0.4 | i | i
CCC(=O)N(Cc1c(C)nn(-c2ccccc2)c1Cl)c1ccc(Cl)cc1 | -1.1 | i | i
O=C(CCCO)NNc1c2ccccc2nc2ccccc12 | -0.7 | i | i
CC(C)OC(=O)C1Cc2ccccc2CN1S(=O)(=O)c1cccs1 (stereo not given) | -0.3 | i | i
CCOC(=O)c1ccc(NC(=O)N2CCN(CCc3ccccc3)CC2)cc1 | -0.2 | i | i
CCOC(=O)C1CCCN(CC(=O)/C=C2/N(C)c3ccccc3C2(C)C)C1 (stereo not given) | 0.8 | i | i
COc1ccccc1C(=O)COC(=O)/C=C/c1ccccc1 | -1.0 | i | i
COc1ccccc1OCC(=O)Nc1cc(Cl)ccc1Oc1ccccc1 | 0.1 | i | i
Cc1cccc(N2CC(C(=O)OCc3ccc([N+](=O)[O-])cc3)CC2=O)c1 (stereo not given) | -1.2 | i | i
Cc1ccc(C)c(OCC(=O)Nc2ccc(S(=O)(=O)Nc3ccccn3)cc2)c1 | -1.7 | i | i
O=C(CNC(=O)c1cccs1)N/N=C/c1ccc(Cl)cc1 | 1.4 | i | i
c1ccc(Nc2ncnc3c2oc2ccccc23)cc1 | 0.3 | i | i
COc1ccc(C(=O)OC(C)C(=O)Nc2cc(C(F)(F)F)ccc2Cl)c(OC)c1OC (stereo not given) | -2.1 | i | i
CC(C)c1ccc(C(=O)OC2CCOC2=O)cc1 (stereo not given) | -0.6 | i | i
Cc1ccc(N=C2NC(=O)C(CC(=O)O)S2)cc1 (stereo not given) | -2.9 | i | i
COC(=O)c1c(O)c2c([nH]c1=O)CCCC2 | 0.5 | i | i
CC(C)CCOC(=O)/C(=C/c1ccco1)NC(=O)/C=C/c1ccccc1 | -1.5 | i | 8.4*
CCC(C)[C@H](NC(=O)Nc1ccc2c(c1)OCCO2)C(=O)O (stereo not given in full) | -1.3 | i | i
Cc1cc(C(=O)OCC(=O)Nc2cccc(S(=O)(=O)N(C)C)c2)c(C)o1 | -1.6 | i | i

# Remaining list, next part.
smiles | STK33 kinase inh | CHT block | CHT PAM
Cc1cc(C)n(CC(=O)NC2CCCCC2)n1 | 0.9 | i | i
FC(F)(F)c1nnc(-c2ccccc2)nc1N1CCOCC1 | -0.3 | i | i
Cc1cc(CN(C)C(=O)CC2C(=O)NCCN2Cc2c(F)cccc2Cl)on1 (stereo not given) | -0.4 | i | i
COc1ccc(CN(C2CCCC2)S(=O)(=O)c2ccc(-n3cnnn3)cc2)cc1OC | -0.8 | i | i
O=C(c1ccccc1Br)N1CCN(c2ccccn2)CC1 | -1.3 | i | i
COc1ccc(-n2c(CNC(=O)COc3ccccc3)n[nH]c2=S)cc1 | 0.4 | i | i
COc1ccc(S(=O)(=O)N2CCc3ccccc32)cc1C(=O)N1CCOCC1 | · | i | i
NC(=S)N/N=C1\CCOc2ccc(Cl)cc21 | 1.2 | i | i
Cc1cc(NS(=O)(=O)c2ccc(Nc3nc(-c4sc(N)nc4C)cs3)cc2)no1 | -1.0 | i | i
Cc1ccccc1NC(=O)Cn1cnc2c1c(=O)n(C)c(=O)n2C | 0.5 | i | i
COC(=O)c1ccccc1S(=O)(=O)Nc1ccc2cn[nH]c2c1 | 1.1 | i | i
Cc1cc([N+](=O)[O-])ccc1NC(=O)Nc1ccccc1F | 0.3 | i | i
O=C(Oc1cccc(/C=N/Nc2nc(N3CCOCC3)nc(N3CCOCC3)n2)c1)c1ccco1 | -0.2 | i | i
COc1cc(C(=O)Nc2nc(-c3ccc(Cl)cc3)c(C)s2)ccc1OCC(=O)Nc1ccc(F)cc1 | 0.7 | i | i
Cc1[nH]nc(SCC(=O)Nc2cccc(O)c2)c1[N+](=O)[O-] | 0.4 | i | i
O=C(NCCC1=CCCCC1)c1cnc2n(c1=O)CCS2 | 1.2 | i | i
CCOC(=O)Cc1csc(NC(=O)/C=C/c2ccccc2Cl)n1 | 0.5 | i | i
O=C(O)CC1=C(O)C(=O)N(c2ccccc2)C1c1ccc(Cl)cc1 (stereo not given) | 1.4 | i | i
C=CCOc1cccc(NC(=O)c2ccccc2SC)c1 | 0.4 | i | i
CCOc1cc(C)c(S(=O)(=O)NCCCn2ccnc2)cc1C | -1.2 | i | i
Clc1ccc(Oc2cnc3ccccc3n2)cc1 | -2.7 | i | i
Cc1cc(C(=O)OCC(=O)NCCCN2CCCC2=O)c2ccccc2n1 | -1.9 | i | i
Cc1ccc(C(=O)NC(=S)Nc2ccc(N3CCN(C(=O)c4ccco4)CC3)cc2)cc1 | -1.3 | i | i
O=C(COc1ccc(Cl)cc1Cl)Nc1c(-c2cccs2)nc2ccccn12 | -0.8 | i | i
Cc1cccc(C)c1NC(=O)C1CCN(S(C)(=O)=O)CC1 | 0.1 | i | i
COc1cccc(CN(Cc2cccnc2)S(=O)(=O)c2ccc(-n3cnnn3)c(C)c2)c1 | -0.3 | i | i
CCOc1ccc(N(CC(=O)NC2CCCCC2)C(=O)CSc2nnc(COc3ccccc3)o2)cc1 | 0.0 | i | i
O=C(Cn1cncc1-c1ccc([N+](=O)[O-])cc1)Nc1cccc2ccccc12 | -1.5 | i | i
Cc1cc(C)cc(NC(=O)N2C3CCCC2CC(NC(=O)C2CC2)C3)c1 (stereo not given) | -0.5 | i | i
COCC(=O)N1CCc2ccc(NC(=O)c3ccccc3Cl)cc2C1 | -2.3 | i | i
C=CCNC(=S)Nc1ccc(N2CCOCC2)c(S(=O)(=O)Nc2ccccc2Cl)c1 | -1.0 | i | i
O=C(CNC(=O)c1ccco1)OCC(=O)c1ccc2ccccc2c1 | 0.1 | i | i
C=CCOc1ccc(CN(C)CC(=O)Nc2ccccc2[N+](=O)[O-])cc1 | -1.4 | i | i
COc1ccc(CNC(=S)Nc2ccc(-c3ccccc3)cc2)cc1 | -1.1 | i | i
CCCc1cc(Nc2cccc(OCC)c2)n2ncnc2n1 | -5.8 | i | i
Cc1ccc(S(=O)(=O)N(C)c2ccc(C(=O)N3CCN(Cc4ccc5c(c4)OCO5)CC3)cc2)cc1 | -1.2 | i | i
COC(=O)C[C@H]1c2ccccc2S(=O)(=O)N1c1cccc(OC)c1 | -1.4 | i | i
COc1ccc(NC(=O)C#Cc2ccccc2)cc1 | -3.4 | i | i
O=C(N/N=C1\CCS(=O)(=O)c2ccc(F)cc21)c1ccc(O)cc1 | 1.7 | i | i
COc1ccc(C(=O)/C=C/Nc2ccccn2)c(OC)c1 | 0.1 | i | i
c1ccc2c(c1)ncn2Cc1nnc2sc(-c3ccc4c(c3)OCO4)nn12 | 1.5 | i | i
CCOc1ccc(NC(=O)C2=C(C)C(=O)OC23CCC(C)CC3)cc1 (stereo not given) | 0.5 | i | i
O=C(c1cccc(C(F)(F)F)c1)C1CCCN(C(=O)CN2CCCC2=O)C1 (stereo not given) | -1.2 | i | i
O=S(=O)(NCc1csc(-c2cccs2)n1)c1cccc(C(F)(F)F)c1 | -1.3 | -5.5* | i
Cc1ccc(-c2nn(-c3ccccc3)cc2NC(=O)c2ccccc2)cc1 | 0.4 | i | i
COc1ccc(OC(=O)c2cccc(S(=O)(=O)N3CCCC3)c2)cc1 | -1.2 | i | i
CCOc1ccc(NC(=O)N(CCC(C)C)C2CCN(C(C)=O)CC2)cc1 | -0.7 | i | i
Nc1cc(=O)[nH]c(SCC(=O)Nc2ccc3c(c2)CCC3)n1 | -2.0 | i | i
O=C(CSc1nnc(-c2ccc(Br)cc2)n1C1CCCCC1)N1CCCC1 | -3.5 | i | i
COc1cc2oc(-c3ccc(O)cc3)cc(=O)c2c(O)c1OC | 19 | i | i
COc1ccc(C(=O)CSc2nc(SC)ns2)cc1OC | -0.9 | i | i
Fc1cnc(Cl)nc1NC1CCCCC1 | -0.4 | i | i
COC(=O)c1ccc(C(=O)OC)c(NC(=O)CCC(=O)O)c1 | -0.8 | i | i
CCN(CC)S(=O)(=O)c1cccc(NC(=O)COc2ccc(F)cc2Br)c1 | 0.0 | i | i
O=C(Nc1ccc2oc(-c3ccccc3F)nc2c1)c1ccc2c(c1)OCCO2 | -0.9 | i | i
O=C(Cn1c(C2CC2)nc2ccccc2c1=O)Nc1ccc(Br)cc1 | -0.5 | i | i

# Four compounds picked at random from the list so far:
smiles | STK33 kinase inh | CHT block | CHT PAM
CC(C)OC(=O)C1Cc2ccccc2CN1S(=O)(=O)c1cccs1 (stereo not given) | -0.3 | i | i
CCN(CC)S(=O)(=O)c1cccc(NC(=O)COc2ccc(F)cc2Br)c1 | 0.0 | i | i
COc1cccc(CN(Cc2cccnc2)S(=O)(=O)c2ccc(-n3cnnn3)c(C)c2)c1 | -0.3 | i | i
C=CCOc1cccc(NC(=O)c2ccccc2SC)c1 | 0.4 | i | i
